# Screens deposited in PubChem by The Scripps Research Institute Molecular Screening Center.
# CHO-K1 Ca antag: counter-screen for M1 antagonists: effect in parental CHO-K1 cells; ATP-induced calcium, Fluo-8 fluorescence; inhibition, % at 3 µM; 360,000 tested, 0.6% active;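 active means inhibition above a per-plate cutoff, the plate's mean sample inhibition plus 3 SD, cut at about 24% in these data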;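 further: 0% = DMSO plus EC80 ATP and 100% = DMSO alone without ATP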
# CHRM5 PAM: positive allosteric modulators of human muscarinic M5 receptor; activation, % at 3 µM; 360,000 tested, 0.3% active; AID 624038; CHO-K1 hM5, Fluo-8 calcium, ACh EC20 PAM; 0% = ACh EC20, 100% = ACh EC100;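 active means activation above the run cutoff, the mean activation of all test compounds plus 3 SD, cut at about 18% in these data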
# Target sequence (P08912 whole entry, looked up): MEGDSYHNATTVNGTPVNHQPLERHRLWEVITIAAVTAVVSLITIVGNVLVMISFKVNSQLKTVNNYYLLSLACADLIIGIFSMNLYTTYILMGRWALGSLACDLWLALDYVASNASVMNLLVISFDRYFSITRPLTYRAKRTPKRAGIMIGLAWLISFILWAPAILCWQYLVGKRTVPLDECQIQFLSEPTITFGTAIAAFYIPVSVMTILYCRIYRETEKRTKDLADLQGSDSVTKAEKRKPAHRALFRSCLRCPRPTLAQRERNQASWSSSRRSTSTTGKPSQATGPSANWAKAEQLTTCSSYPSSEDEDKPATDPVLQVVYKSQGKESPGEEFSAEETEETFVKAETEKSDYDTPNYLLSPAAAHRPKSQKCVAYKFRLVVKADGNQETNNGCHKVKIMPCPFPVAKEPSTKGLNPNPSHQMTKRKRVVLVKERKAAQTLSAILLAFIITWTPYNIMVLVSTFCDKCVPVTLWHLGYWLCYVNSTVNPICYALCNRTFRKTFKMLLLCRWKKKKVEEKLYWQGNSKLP
#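 System – CHO-K1 hM5 cells · Compound – 3 µM, single dose · Incubation – compound preincubation 140 s before EC20 acetylcholine addition · Technique – Fluo-8 calcium fluorescence · Measure – Max/basal fluorescence ratio as % of EC20–EC100 ACh window · Benchmarks – low control EC20 acetylcholine (0%), high control EC100 acetylcholine (100%) · Replication – singlicate, one well per test compound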
# CHRM4 PAM: CHRM4 positive allosteric modulation | activation, % at 3 µM | CHO-K1 hM4/Gqi5, Fluo-8 calcium fluorescence, ACh EC20; 0% = ACh EC20, 100% = maximal ACh | 360,000 tested, 0.4% active | AID 624126;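 active means activation above its plate's cutoff, the mean activation of sample wells plus 3 SD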; further: some results filed as inactive read as strong as hits
# Target sequence (P08173 whole entry, looked up): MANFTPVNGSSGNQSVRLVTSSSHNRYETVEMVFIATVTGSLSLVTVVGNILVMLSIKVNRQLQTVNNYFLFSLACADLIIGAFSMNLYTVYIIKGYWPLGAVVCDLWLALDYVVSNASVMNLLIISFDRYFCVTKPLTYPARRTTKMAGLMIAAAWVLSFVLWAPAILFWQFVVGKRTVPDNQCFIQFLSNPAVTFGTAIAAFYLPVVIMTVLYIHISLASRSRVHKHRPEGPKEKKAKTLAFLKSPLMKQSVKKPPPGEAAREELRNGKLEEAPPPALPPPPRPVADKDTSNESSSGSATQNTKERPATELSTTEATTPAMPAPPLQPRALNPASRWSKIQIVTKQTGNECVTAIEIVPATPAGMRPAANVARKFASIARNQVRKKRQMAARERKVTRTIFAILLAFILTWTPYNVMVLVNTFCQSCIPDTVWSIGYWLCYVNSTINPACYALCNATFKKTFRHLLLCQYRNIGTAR
# M5 antag: antagonists of human muscarinic M5 receptor (CHRM5) | P08912 | CHO-hM5 cells, Fluo-8 calcium fluorescence, ACh EC80 | inhibition, % at 3 µM | 360,000 tested, 0.59% active | AID 624040;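 active means inhibition above a per-plate cutoff, the mean of that plate's test compounds plus 3 SD, cut at about 27% in these data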;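 further: 0% = acetylcholine EC80 with DMSO and 100% = DMSO without agonist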
# CHO-K1 Ca ag: M1 agonist counterscreen hit in parental CHO-K1 cells; activation, % at 3 µM; AID 602248; 360,000 tested, 0.48% active; Fluo-8 calcium fluorescence; scaled to maximal ATP response, vehicle zero; in the data active means activation above about 15%;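 further: untransfected CHO-K1 host cells lacking M1 receptor as counterscreen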
# M1 PAM parental: counter-screen for M1 PAMs: effect in parental CHO-K1 cells; 360,000 tested, 0.02% active; ATP EC20, Fluo-8 calcium fluorescence; 0% at ATP EC20, 100% at ATP max; activation, % at 3 µM; AID 602247;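 active means activation above the run cutoff, the mean activation of all test compounds plus 3 SD, cut at about 40% in these data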;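 further: peak over basal fluorescence ratio in a 140 s read after ATP addition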
# M4 ag: agonists of human muscarinic M4 receptor (CHRM4); CHO-K1 hM4/Gqi5, Fluo-8 calcium fluorescence; vehicle 0%, full acetylcholine response 100%; 360,000 tested, 0.14% active; AID 624127; activation, % at 3 µM; P08173;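 active means activation above the run mean over all test wells plus 3 SD, cut at about 32% in these data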;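 further: peak over basal fluorescence ratio per well then scaled between controls; 0% = DMSO wells and 100% = acetylcholine at EC100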
# CHRM5 agonist: agonists of human muscarinic M5 receptor (CHRM5); P08912; CHO-K1 hM5 cells, Fluo-8 calcium fluorescence; 0% DMSO wells, 100% maximal acetylcholine response; activation, % at 3 µM; 360,000 tested, 0.19% active; AID 624037;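 active means activation above the run's mean over test compounds plus 3 SD, cut at about 23% in these data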;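 further: signal is peak over basal fluorescence ratio across the kinetic read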
# CHRM4 antagonist: blocks acetylcholine activation of human M4 receptor. AID 624125. inhibition, % at 3 µM. P08173. CHO-hM4 cells, ACh EC80, Fluo-8 calcium fluorescence. 360,000 tested, 0.73% active;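 active means inhibition above its plate's cutoff, the mean inhibition of sample wells plus 3 SD, cut at about 27% in these data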;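 further: 0% = acetylcholine EC80 with DMSO and 100% = DMSO without agonist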
# Numbers without * were called inactive; x = not tested or not shown.
SMILES,CHO-K1 Ca antag,CHRM5 PAM,CHRM4 PAM,M5 antag,CHO-K1 Ca ag,M1 PAM parental,M4 ag,CHRM5 agonist,CHRM4 antagonist
CC1=CC(C)(C)N(C(=O)CCl)c2cc(C)ccc21,-15.8,1.8,-1.5,2.0,-0.2,12.2,-1.9,-3.8,5.8
CC(C)(C)CC(=O)Nc1cc2c3c(c1)CCC(=O)N3CCC2,-0.7,-7.1,-1.5,17.7,0.6,-21.9,1.5,-1.9,0.0
CCCCn1nnnc1SCC(=O)N(CC)CC,13.3,-4.5,-1.3,8.9,-0.2,-5.3,1.1,-3.2,1.7
O=C(CNS(=O)(=O)c1ccc([N+](=O)[O-])cc1)N/N=C\c1ccc(O)cc1,9.8,4.1,6.6,16.4,1.4,-12.3,2.5,0.8,-4.1
CN(CC(=O)Nc1ccc(OC(F)F)cc1)S(=O)(=O)/C=C/c1ccccc1,-16.8,2.3,2.3,1.0,1.0,6.2,3.5,-2.1,-11.2
O=C(O)COc1ccc(C(=O)c2ccccc2)cc1,-8.6,-9.3,-7.0,10.8,0.2,14.9,0.2,-2.1,3.0
Cc1cc(C)cc(NC(=O)Nc2cc(-c3ccccc3)nn2C)c1,-4.2,2.4,-2.8,2.2,4.0,13.5,3.7,0.5,-11.0
CC(=O)[C@@]1(O)CC[C@H]2[C@@H]3CCC4=CC(=O)CC[C@]4(C)[C@H]3[C@@H](O)C[C@@]21C,6.4,3.4,10.7,-10.9,0.3,-8.3,1.6,1.2,-10.5
COC(=O)CCCC1=CC2=CC(=O)C(C)(OC(=O)c3cccs3)C(=O)C2=CN1C1CCCCC1 (configuration not stated),7.0,0.0,8.4,3.4,-0.6,-18.2,-1.2,3.2,1.2
Nc1cc(S(=O)(=O)Nc2ccccc2Cl)ccc1N1CCCC1,-12.8,-7.4,-15.4,8.6,5.9,7.4,5.3,-2.2,-5.7
C=CCNc1nc(Nc2ccc(OC)cc2)nc(OC)n1,0.7,18.5*,7.2,-3.6,-0.4,-2.9,-0.9,-13.8,10.4
COc1cc(C2C(C(=O)c3ccco3)=C(O)C(=O)N2CCc2ccccc2)ccc1O (configuration not stated),-14.9,3.5,6.6,-3.3,0.4,23.2,0.3,-9.6,-18.2
CC1=C(C(=O)NCc2ccccc2)C(c2cc(Br)cc(Br)c2OC(C)C)NC(=O)N1 (configuration not stated),10.3,-2.5,4.9,1.0,5.1,-2.1,2.8,-0.6,1.6
CCc1nc2c(OCc3ccccc3)cccn2c1N(C)C(=O)c1ccco1,-4.7,-4.6,-5.1,10.3,0.1,-4.2,0.1,0.1,8.3
O=C(Nc1ccccc1NC(=O)c1ccco1)c1ccccc1,-9.4,1.3,1.8,-3.5,0.7,8.0,1.5,-2.0,-11.7
O=C(NC(=S)Nc1nc2c(ccc3ccccc32)s1)c1cccs1,-4.4,1.4,0.1,-4.6,0.4,8.9,0.8,1.0,-7.7
O=C(CCN1CCN(c2ccccc2)CC1)NNC(=O)c1ccccc1,-2.3,0.3,8.9,0.1,0.4,14.5,0.6,0.0,-3.4
CC(=O)Nc1cccc(NC(=O)CSc2nc(=O)n(Cc3ccccn3)c3c2CCC3)c1,11.8,-0.8,0.7,3.7,3.0,-18.6,0.4,-0.4,1.5
COc1ccc(N2CCN(CC(O)COC(C)(C)C)CC2)cc1 (configuration not stated),-18.2,1.4,-0.1,2.1,0.5,21.5,0.1,-8.5,-7.6
CC(OC(=O)c1snc(C(=O)NC2CCCCC2)c1N)C(=O)NC1CCCCC1 (configuration not stated),-1.6,-0.3,1.8,-2.0,-0.2,-1.5,0.4,2.2,-8.3

# Entries listed above marked active in CHRM5 PAM:
molecule	CHRM5 PAM	CHRM4 PAM	M5 antag	M4 ag	CHRM5 agonist	CHRM4 antagonist
C=CCNc1nc(Nc2ccc(OC)cc2)nc(OC)n1	18.5*	7.2	-3.6	-0.9	-13.8	10.4

# Next part.
SMILES,CHO-K1 Ca antag,CHRM5 PAM,CHRM4 PAM,M5 antag,CHO-K1 Ca ag,M1 PAM parental,M4 ag,CHRM5 agonist,CHRM4 antagonist
Nc1ccc(C(=O)NCc2ccccc2)cc1,-17.5,9.2,-9.7,-9.2,1.2,24.6,1.2,-6.4,-12.7
COc1cc(Cl)cc(C2NC(=O)NC(C)=C2C(=O)NCc2ccccc2)c1O (configuration not stated),7.0,-0.7,3.2,4.6,-0.4,-1.1,-0.2,-2.5,3.6
COc1ccccc1N1CCN(C(=O)c2ccc(Br)s2)CC1,-15.6,-1.4,-3.1,7.3,2.0,-7.9,5.7,1.6,-1.5
CCCOC(=O)c1ccc(NC(=O)C2CCCO2)cc1 (configuration not stated),-8.8,1.1,0.8,1.1,0.6,21.2,0.3,-0.8,-0.7
CSc1ccc(Cl)c(C(=O)NC2CCCC2)c1,6.5,-9.4,3.6,0.7,-0.1,5.2,1.0,-12.9,2.4
COc1ccccc1N1CCN(C(=O)CN(C2CCCCC2)S(C)(=O)=O)CC1,-9.3,-1.7,-8.3,2.3,1.8,-13.9,3.7,1.4,-12.0
O=C(/C=C/c1ccccc1)Nc1cccc(S(=O)(=O)Nc2ccccc2F)c1,-10.0,-7.4,-3.0,1.1,3.5,18.8,5.0,-3.4,-10.7
CCN(CC)S(=O)(=O)c1ccc(C)c(NC(=O)COC(=O)CNC(=O)c2ccc(C(C)(C)C)cc2)c1,3.8,-9.0,-12.3,7.0,3.0,4.7,3.8,0.6,2.2
CCNC(=O)COC(=O)CCC(=O)c1ccc(F)cc1,-21.1,5.6,1.7,2.0,0.7,25.2,1.1,2.5,-4.0
O=c1cc(CSc2nc3ccccc3c(=O)[nH]2)c2ccc(O)cc2o1,2.4,4.3,3.7,2.1,0.9,1.6,-0.8,5.7,-8.4
N#C/C(=C(/O)CN1CCOCC1)c1nc(-c2ccccc2)cs1,-20.2,-3.0,-3.9,6.9,0.4,0.9,2.7,1.5,4.8
O=c1c2cc3c(nc2[nH]c(=S)n1-c1ccccc1)CCCC3,-2.9,0.8,-2.7,1.9,0.3,6.4,0.3,1.1,10.8
O=C(NC(=S)Nc1ccc(Cl)cc1Cl)C1CC1,-9.7,-6.0,1.9,6.5,0.3,12.7,x,-3.1,-12.4
CN(CC(=O)Nc1ccccc1Br)C(=O)c1sccc1-c1ccccc1,14.9,1.8,4.8,2.1,0.2,-0.2,3.7,4.1,-4.1
CC(C)c1ccc(NC(=O)C2CCN(S(=O)(=O)c3ccc4c(c3)NC(=O)CO4)CC2)cc1,-3.2,-10.1,-11.8,23.0,1.2,-3.7,2.3,-8.2,8.8
Cc1noc(C)c1CSc1ccccc1C(=O)Nc1nccs1,2.0,29.9*,4.7,-8.2,-0.2,4.8,1.0,-5.2,-6.9
CCN(CC(=O)Nc1c(F)cccc1F)C(=O)c1cccn1C,-2.9,8.6,5.9,-14.2,-0.5,2.3,0.7,0.2,-7.0
CC(=O)Nc1ccc(SC(C)C(=O)NC2CCCC2)cc1 (configuration not stated),-10.1,-2.0,1.1,14.2,1.0,7.2,0.0,-5.3,9.5
O=c1[nH]c(-[n+]2ccccc2)c(/C=N/N=C(\[O-])c2ccccc2)s1,-10.1,0.7,0.3,3.2,2.0,21.5,0.2,-1.1,7.3
Cc1noc(C)c1COC(=O)/C=C/c1ccc(Cl)cc1,-7.5,-5.1,0.2,3.9,0.8,6.4,1.7,-2.3,-10.0

# 3 of the entries above in order of their number in CHRM4 antagonist, largest number first.
molecule,CHRM4 antagonist
N#C/C(=C(/O)CN1CCOCC1)c1nc(-c2ccccc2)cs1,4.8
CCCOC(=O)c1ccc(NC(=O)C2CCCO2)cc1 (configuration not stated),-0.7
COc1ccccc1N1CCN(C(=O)c2ccc(Br)s2)CC1,-1.5

# (further entries)
SMILES,CHO-K1 Ca antag,CHRM5 PAM,CHRM4 PAM,M5 antag,CHO-K1 Ca ag,M1 PAM parental,M4 ag,CHRM5 agonist,CHRM4 antagonist
COc1cc(NC(=O)CN2C(=O)NC(CC(C)C)C2=O)cc(OC)c1OC (configuration not stated),-10.7,-1.3,7.9,-3.5,0.2,4.9,0.0,6.0,5.8
O=C(CNC(=O)c1ccc(Br)o1)NNC(=O)c1cccc(Cl)c1,-5.7,4.3,3.5,2.2,0.0,4.6,0.5,4.5,-12.1
O=C(c1cccs1)N1C[C@@H](O)[C@H](n2cc(C3CC3)nn2)C[C@@H]1c1ccccc1,-1.5,3.0,3.9,-10.5,1.3,23.9,3.0,2.8,-6.7
Cc1ccc(-n2nnnc2CN2CCCCC2)cc1,6.0,3.6,10.3,-2.8,-0.5,-3.5,-0.4,-0.8,8.6
Cc1ccc(S(=O)(=O)N2CN(CC3CCCO3)c3nc4ccccc4nc32)cc1 (configuration not stated),-10.6,-3.7,0.0,-3.4,0.9,-9.6,0.6,-0.9,6.2
CC(OC(=O)c1cccc(-n2cnnn2)c1)C(=O)NC1(C#N)CCCCC1 (configuration not stated),-3.6,-4.6,-5.3,7.0,2.5,6.0,10.1,3.1,6.8
CS(=O)(=O)Nc1ccccc1-c1ccc2nccn2c1,-10.4,-2.9,2.5,4.5,0.5,15.2,0.8,-1.0,0.7
CCNC(=O)NC(=O)C(C)OC(=O)C1CCN(S(=O)(=O)c2ccccc2F)CC1 (configuration not stated),0.2,-2.5,-0.2,-4.5,0.7,10.1,2.8,2.2,-11.7
O=C(O)CC(SCC(=O)NC1CCCc2ccccc21)C(=O)O (configuration not stated),-4.6,-1.1,-18.0,7.4,-0.1,-11.2,0.3,2.2,2.6
O=C1CC(SCCc2nc3ccccc3[nH]2)C(=O)N1c1ccc(Cl)cc1 (configuration not stated),2.4,2.7,10.8,-3.9,1.2,7.3,3.4,2.5,-2.0
S=C(NCc1ccco1)Nc1ccccc1Cl,1.9,6.2,12.1,-4.3,0.1,-8.8,0.5,0.7,-3.7
COC(=O)c1ccccc1NC(=O)C1CCCN(S(=O)(=O)c2ccc(F)cc2)C1 (configuration not stated),-9.3,-0.4,2.4,-4.0,2.5,14.1,3.2,-5.4,-7.3
O=C(NCc1ccccn1)Nc1cccc([N+](=O)[O-])c1,2.3,1.2,0.5,4.7,2.5,-3.6,1.5,-2.2,-10.4
Cc1nn2c(NCCN(C)C)c3c(nc2c1-c1ccccc1)CCCC3,3.4,1.0,-2.8,10.4,8.8,21.3,4.9,-6.5,9.9
O=C(NCCCO)/C(=C\c1ccco1)NC(=O)c1ccco1,-6.7,5.9,-2.5,7.2,1.4,16.6,0.4,3.5,4.8
Cc1cc(OCC#N)nc(N)n1,-4.9,-2.5,-0.8,-0.8,0.8,20.1,0.4,-0.8,2.3
COc1c(C(=O)N2CCCC2)ccc2ccccc12,-7.8,3.2,0.2,-4.4,0.6,6.4,-0.2,-2.0,3.5
CC(C)Cc1nnc(NC(=O)C2CCCC2)s1,-13.5,4.4,4.3,7.7,-0.1,-8.6,0.2,-1.5,-7.5
C[C@H](CO)N1C[C@H](C)[C@@H](CN(C)S(=O)(=O)c2cn(C)cn2)Oc2ncc(Br)cc2C1=O,-11.0,-4.3,3.1,2.0,0.8,9.2,0.3,2.1,-15.0
CCN(CC)CCn1c(C)nc2ccccc21,-8.9,-0.3,-3.7,8.2,0.2,-8.1,0.8,-8.5,-10.5
CCCCNC(=O)c1ccc(CS(=O)(=O)c2ccc(C)cc2)o1,0.2,4.8,0.8,1.9,-0.2,14.4,0.8,-3.8,4.0
